Assay outcomes deposited in PubChem by several laboratories.
GSH bead fluor: GSH bead compound fluorescence profile; GSH beads flow cytometry, compound fluorescence 488/530 nm; active compounds read high; fluorescence (KMESF) at 10 µM; 190,000 compounds, 0.25% hits; in the data active = fluorescence above about 89;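 also: glutathione beads carrying GST-tagged Bcl family fusion proteins plus one bare bead set; values are compound well signal with DMSO vehicle wells as background; inactives centre near 16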
ABCB1 block: human ABCB1 inhibition, ABCG2 as counter-screen. inhibition, % at 6.6 µM. 190,000 compounds, 0.067% hits. AID 1326. CCRF-Adr cells, JC-1 efflux, flow cytometry. P08183; in the data active = inhibition above about 40%;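 also: 0% = vehicle and 100% = reference inhibitor; higher value means more JC-1 retained so stronger ABCB1 efflux block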
Target sequence (P08183 whole entry, looked up): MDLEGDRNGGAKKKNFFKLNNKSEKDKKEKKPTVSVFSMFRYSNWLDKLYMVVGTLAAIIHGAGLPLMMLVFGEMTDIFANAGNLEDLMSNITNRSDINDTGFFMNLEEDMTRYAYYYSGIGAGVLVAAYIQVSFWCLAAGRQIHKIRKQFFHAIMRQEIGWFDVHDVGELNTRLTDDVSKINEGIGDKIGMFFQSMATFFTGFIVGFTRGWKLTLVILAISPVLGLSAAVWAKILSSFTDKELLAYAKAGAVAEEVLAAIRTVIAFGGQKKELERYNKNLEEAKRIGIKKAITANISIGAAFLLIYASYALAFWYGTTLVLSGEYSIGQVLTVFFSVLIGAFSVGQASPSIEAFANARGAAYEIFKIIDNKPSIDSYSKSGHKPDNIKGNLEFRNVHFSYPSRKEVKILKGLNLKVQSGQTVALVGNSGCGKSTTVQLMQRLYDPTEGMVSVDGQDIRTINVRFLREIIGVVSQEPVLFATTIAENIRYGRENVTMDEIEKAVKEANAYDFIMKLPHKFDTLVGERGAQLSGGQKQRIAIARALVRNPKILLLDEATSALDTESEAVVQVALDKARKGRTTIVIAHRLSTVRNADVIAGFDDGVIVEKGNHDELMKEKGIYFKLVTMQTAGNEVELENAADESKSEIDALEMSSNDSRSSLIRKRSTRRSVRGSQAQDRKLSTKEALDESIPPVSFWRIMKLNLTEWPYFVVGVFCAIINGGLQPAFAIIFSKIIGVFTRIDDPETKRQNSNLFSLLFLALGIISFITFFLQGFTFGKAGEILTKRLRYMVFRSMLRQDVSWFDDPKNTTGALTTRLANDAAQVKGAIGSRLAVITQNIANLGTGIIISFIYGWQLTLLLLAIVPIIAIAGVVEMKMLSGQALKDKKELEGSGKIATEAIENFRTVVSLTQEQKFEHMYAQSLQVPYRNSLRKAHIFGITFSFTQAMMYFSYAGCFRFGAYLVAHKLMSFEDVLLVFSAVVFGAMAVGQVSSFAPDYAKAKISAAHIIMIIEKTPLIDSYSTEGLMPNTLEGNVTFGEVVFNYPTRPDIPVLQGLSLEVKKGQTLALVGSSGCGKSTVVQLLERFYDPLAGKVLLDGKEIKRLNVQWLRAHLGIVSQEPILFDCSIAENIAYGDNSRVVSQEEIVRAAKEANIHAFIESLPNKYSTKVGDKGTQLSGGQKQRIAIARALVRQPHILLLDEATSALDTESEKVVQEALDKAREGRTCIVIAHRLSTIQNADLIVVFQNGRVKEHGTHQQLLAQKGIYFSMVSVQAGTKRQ
Avidin fluor: avidin bead compound fluorescence profile | 220,000 compounds, 0.38% hits | AID 1775 | fluorescence (KMESF) at 10 µM | Avidin beads, compound fluorescence 488/530 nm, flow cytometry; active compounds read high; in the data active = fluorescence above about 47; also: inactives centre near 10
HRas wt GTP: changes GTP binding to wildtype human HRas; GTP binding activity, % at 10 µM; P01112; GST-Ras wt beads, Bodipy-FL-GTP binding, flow cytometry; actives lie on both sides; 190,000 compounds, 0.14% hits; AID 759;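 active = GTP binding activity at least 20% away from the 100% baseline, either lowered as inhibitor or raised as activator; inconclusive = flagged as likely green fluorescent, judged across all proteins in the well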;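 also: 0% = unlabeled GTP competition control and 100% = no-compound control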
Rab7 wt modul: dog Rab7 wildtype GTP binding, inhibitors and activators; GST-Rab7 beads, fluorescent GTP binding, flow cytometry; actives lie on both sides; untreated = 100%, excess cold GTP = 0%; GTP binding activity (percent of control), % at 10 µM; 190,000 compounds, 0.055% hits; AID 758;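 active = fluorescent GTP binding to Rab7 beads changed by at least 20 points from the 100% baseline, either direction, mostly lower; inconclusive = compound itself probably fluorescent, or too few beads counted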;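 also: median green fluorescence of bound Bodipy-FL-GTP per Rab7 bead population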
Pf gamet viab: inhibitors of late stage P. falciparum gametocyte viability | P. falciparum stage V gametocytes, ATP luminescence, 24 h | inhibition, % at 10.9 µM | AID 743093 | 150,000 compounds, 0.065% hits;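 active = inhibition above the mean plus 3 SD of compounds within the control limits, set per campaign, cut at about 38% in these data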;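 also: 0% = DMSO wells and 100% = medium only without gametocytes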
Rab2A wt mod: changes GTP binding to wildtype dog Rab2A, up or down; P61105; GST-Rab2 wt beads, Bodipy-GTP binding, flow cytometry; GTP binding activity, % at 10 µM; 190,000 compounds, 0.19% hits; AID 760;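 active = GTP binding activity at least 20 points away from 100%, either lowered or raised; inconclusive = signal likely due to the compound's own green fluorescence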;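 also: 0% = beads with excess unlabeled GTP and 100% = no-compound control corrected for plate trend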
ABCG2 inh: blocks JC-1 efflux by human ABCG2 transporter. IgMXP3 cells, flow cytometry. 190,000 compounds, 0.1% hits. Q9UNQ0. inhibition, % at 6.6 µM;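 active = inhibition above 80%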;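 also: 0% = DMSO and 100% = nicardipine control wells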
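Test system: IgMXP3 (ABCG2) plus far-red-tagged CCRF-Adr (ABCB1) cells / Amount: 3 million cells/mL in well / Reagent: JC-1 transporter substrate / Timing: 10 min compound exposure, 25 °C / Signal: flow cytometry, 530 nm JC-1 signal / Read-out: percent efflux inhibition, scaled nicardipine 100% to DMSO 0% / Benchmarks: nicardipine as high control, DMSO as low control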
Cdc42 wt GTP: human Cdc42 wildtype GTP binding change, either direction; percent activity (GTP binding), % at 10 µM; GST-Cdc42 beads, Bodipy-GTP binding, flow cytometry; actives lie on both sides; 190,000 compounds, 0.2% hits; P60953;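 active = percent activity GTP binding at least 20 points away from the 100% baseline, either down as inhibitor or up as activator; inconclusive = compound flagged as likely green fluorescent from well-wide comparison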;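 also: median bead fluorescence of bound Bodipy-FL-GTP at 100 nM; 0% = excess unlabeled GTP control and 100% = no compound control; below 100% means less GTP binding so inhibitor and above means activator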
Rac1 wt GTP bind: human Rac1 wildtype GTP binding, inhibitors and activators. AID 757. GST-Rac1 beads, fluorescent GTP binding, flow cytometry; actives lie on both sides; 0 = cold GTP competed, 100 = untreated. 190,000 compounds, 0.27% hits. GTP binding activity (% of control), % at 10 µM. P63000;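 active = GTP binding activity at least 20 points away from the 100% control level, either lower or higher; inconclusive = compound flagged as likely green fluorescent, judged across all proteins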
Rac1 mut GTP: modulators of GTP binding to human Rac1 activated mutant; P63000; GST-Rac1 activated beads, fluorescent GTP binding, flow cytometry; actives lie on both sides; 100% means binding = to untreated wells; percent activity (GTP binding), % at 10 µM; 190,000 compounds, 0.11% hits;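 active = GTP binding at least 20 percentage points away from the 100% baseline, in either direction, so actives lie on both sides; inconclusive = Compound likely fluorescent itself, or too few beads counted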
Active calls of the source: *; ? = inconclusive; . = not tested or not shown.

SMILES | GSH bead fluor | ABCB1 block | Avidin fluor | HRas wt GTP | Rab7 wt modul | Pf gamet viab | Rab2A wt mod | ABCG2 inh | Cdc42 wt GTP | Rac1 wt GTP bind | Rac1 mut GTP
O=C(CSc1nncn1-c1ccccn1)Nc1cccc(Cl)c1 | 11 | 0.0 | 21 | 96 | 98 | 4 | 97 | 1 | 92 | 94 | 93
CC(NCC1COc2ccccc2O1)C(=O)NCc1ccccc1 (stereo not given) | 14 | -0.4 | 6 | 102 | 109 | 4 | 99 | 26 | 95 | 99 | 95
Cc1cccc2nc(-c3ccco3)c(Nc3ccc4c(c3)OCCO4)n12 | 13 | 1.5 | 15 | 98 | 98 | -18 | 98 | 5 | 99 | 102 | 95
CCCCN(CC)C(=O)CSc1cc(=O)n(C)c2ccccc12 | 33 | 2.5 | 17 | 100 | 101 | . | 100 | 6 | 105 | 106 | 100
CCOc1cc(/C=C(\CC(=O)O)c2nc3ccccc3s2)ccc1OC | 13 | 0.2 | 10 | 95 | 104 | 8 | 95 | 2 | 96 | 94 | 91
Cc1ccc(/C=C/C(=O)Nc2cccc3ncccc23)o1 | 31 | 0.0 | 3 | 97 | 98 | 11 | 97 | 1 | 98 | 96 | 96
COc1ccc(N(C)C(=O)CCS(=O)(=O)c2cccc3nonc23)c(OC)c1 | 19 | 0.4 | 26 | 99 | 101 | . | 99 | 1 | 100 | 100 | 98
CC1(C)CC2(CC(C)(C(=O)CSc3nc4ccccc4s3)OC2=O)C(=O)O1 (stereo not given) | 16 | 0.4 | 10 | 103 | 96 | . | 105 | 1 | 105 | 101 | 100
COc1cccc(CN(C)CC(=O)Nc2ccccc2C(=O)Nc2ccccc2)c1 | 15 | 1.8 | 8 | 98 | 105 | 8 | 94 | 10 | 94 | 94 | 95
CC(C)(C)n1nnnc1C(c1ccccn1)N(Cc1ccccc1)Cc1ccc(Cl)cc1 (stereo not given) | 11 | 0.7 | 8 | 99 | 103 | . | 101 | 5 | 100 | 99 | 99
Cc1ccc(N2C(=O)CC(n3nc(C)cc3C)C2=O)cc1 (stereo not given) | 16 | 0.3 | 6 | 102 | 101 | . | 100 | 0 | 105 | 105 | 102
O=C(COc1ccc(/C=N/NC(=O)c2cc3ccccc3o2)cc1Br)Nc1ccccc1 | 21 | -0.3 | 16 | 106 | 108 | . | 106 | -1 | 103 | 104 | 102
Cc1nn(C)c(C(=O)Nc2ccn(Cc3c(F)c(F)cc(F)c3F)n2)c1[N+](=O)[O-] | 12 | 1.3 | 23 | 100 | 101 | . | 101 | 15 | 101 | 102 | 98
CCOc1ccc(NC(=S)Nc2cc(OC)c(Cl)cc2OC)cc1 | 10 | 0.7 | 2 | 98 | 97 | -9 | 97 | 21 | 101 | 100 | 97
CCOC(=O)Cc1c(C)nc2c(-c3ccc(OC)cc3)c(C)nn2c1C | 17 | 0.4 | 4 | 98 | 93 | . | 97 | 1 | 97 | 96 | 97
CCc1ccc(OCC(=O)N2c3ccccc3CCc3ccccc32)cc1 | 9 | 0.5 | 4 | 99 | 98 | . | 97 | 6 | 95 | 101 | 97
COc1cc(NS(=O)(=O)c2ccc(C)cc2C)cc(OC)c1OC | 12 | 0.8 | 21 | 101 | 102 | 1 | 100 | 1 | 102 | 100 | 96
CCOc1ccccc1NC(=S)N1CCC(NC(=O)c2ccco2)CC1 | 13 | 0.3 | 16 | 98 | 99 | -12 | 95 | 1 | 97 | 104 | 96
O=C(O)c1ccc(N2C(=O)CSC2c2cccc([N+](=O)[O-])c2)cc1 (stereo not given) | 16 | 4.8 | 6 | 99 | 103 | 20 | 99 | 9 | 99 | 102 | 99
CS(=O)(=O)N1CCN(c2nc3ccccc3s2)CC1 | 27 | 1.7 | 36 | 98 | 95 | . | 98 | 16 | 100 | 103 | 96
CCn1c(=O)c2c(nc3n2CCN3c2ccccc2)n(C)c1=O | 16 | 0.7 | 11 | 85 | 96 | 15 | 86 | 7 | 89 | 89 | 87
O=c1c2ccccc2[nH]c(=S)n1CCN1CCCC1 | 20 | 1.1 | 6 | 101 | 107 | 1 | 99 | 4 | 98 | 99 | 100
CC(C)OC(=O)CC1C(=O)NCCN1C(=S)NC(=O)c1cccs1 (stereo not given) | 10 | 0.2 | 3 | 96 | 94 | 0 | 96 | 0 | 96 | 96 | 95
Cc1ccc(C)c(C(=O)CSc2nnnn2C(C)C)c1 | 32 | 0.0 | 17 | 99 | 101 | . | 102 | 2 | 101 | 101 | 98
Cc1ccc(S(=O)(=O)NCC(C)NS(=O)(=O)c2ccc(C)cc2)cc1 (stereo not given) | 38 | 0.4 | 13 | 98 | 100 | . | 102 | 4 | 102 | 103 | 99
Cc1cc(C)c2nc(-c3cccnc3)cc(C(=O)Nc3ccc(S(=O)(=O)Nc4onc(C)c4C)cc3)c2c1 | 15 | -0.9 | 10 | 88 | 89 | 6 | 87 | -3 | 88 | 90 | 89
O=C(CN1CCOCC1)Nc1ccc(NC(=O)CN2CCOCC2)c(Cl)c1 | 20 | 0.6 | 34 | 103 | 99 | . | 102 | 4 | 105 | 108 | 102
Cc1ccc(NC(=O)COC(=O)C2=COCCO2)cc1 | 14 | -0.1 | 31 | 101 | 101 | . | 102 | 0 | 99 | 101 | 99
O=C(Nc1ccc(C(=O)O)cc1)/C(=C/c1ccc2c(c1)OCO2)NC(=O)c1cccc(Br)c1 | 14 | -0.6 | 14 | 94 | 99 | -7 | 93 | -1 | 91 | 92 | 93
COc1cccc(C2=NOC(C(=O)N3CCN(C(=O)c4ccco4)CC3)C2)c1 (stereo not given) | 18 | -2.2 | 8 | 102 | 98 | . | 101 | 0 | 103 | 104 | 99
C(=C\CSc1ncn[nH]1)/CSc1ncn[nH]1 | 32 | -0.6 | 11 | 98 | 99 | 15 | 100 | 6 | 99 | 101 | 95
CC(=O)N1CCc2cc(Br)cc(S(=O)(=O)N3CCc4ccccc43)c21 | 15 | 0.5 | 6 | 97 | 106 | -4 | 100 | 1 | 98 | 101 | 95
O=C(c1ccc(F)cc1)[C@@H]1[C@@H](C(=O)c2ccccc2)[C@@]2(C(=O)Nc3ccccc32)[C@H]2c3ccccc3C=CN12 | 19 | 0.0 | 13 | 101 | 104 | . | 101 | 0 | 102 | 104 | 100
O=C(CSc1oc(-c2ccccc2)nc1S(=O)(=O)c1ccc(F)cc1)NCC1CCCO1 (stereo not given) | 19 | 1.0 | 32 | 102 | 100 | . | 105 | 9 | 102 | 108 | 103
COc1ccc(/C=N/Nc2ccccn2)c(OC)c1OC | 16 | 0.5 | 8 | 98 | 104 | -22 | 99 | 2 | 96 | 99 | 95
CN(c1ccc(C(=O)NCc2ccc3c(c2)OCO3)cc1)S(C)(=O)=O | 47 | 0.1 | 11 | 101 | 101 | . | 102 | 2 | 102 | 101 | 98
Cn1c(CN2CCOCC2)c(C#N)c2ccccc21 | 17 | 0.5 | 34 | 101 | 100 | . | 99 | 2 | 100 | 100 | 97
C(=N\n1cnnc1SCc1ccccc1)/c1ccco1 | 16 | 0.3 | 8 | 103 | 103 | . | 101 | 2 | 104 | 101 | 99
CCOC(=O)C1=C(CN2CCN(C(=O)OCC)CC2)NC(=O)NC1c1ccc2c(c1)OCO2 (stereo not given) | 13 | 0.8 | 12 | 99 | 103 | 14 | 99 | 0 | 98 | 102 | 97
Cc1ccc(SCC(=O)NN2C(=O)c3ccccc3C2=O)cc1 | 21 | 0.2 | 6 | 97 | 99 | 9 | 96 | 2 | 97 | 97 | 93
CN(/C=C/C(=O)C(F)(F)C(F)(F)F)Cc1ccccc1 | 18 | 0.1 | 14 | 103 | 104 | . | 100 | 1 | 103 | 101 | 99
Cc1nn(C)cc1CN(C)Cc1ccc(OCC(O)CN2CCCCC2)cc1 (stereo not given) | 20 | 0.3 | 6 | 97 | 96 | -18 | 98 | 0 | 98 | 100 | 96
Cc1ccc(Cn2cccc(-c3nc4ccccc4s3)c2=O)cc1 | 14 | 0.1 | 34 | 96 | 92 | . | 91 | 2 | 93 | 93 | 93
CCOC(=O)c1cc2occc2n1Cc1c(F)cccc1Cl | 44 | 0.1 | 33 | 95 | 97 | . | 92 | 0 | 95 | 97 | 89
O=C(O)c1cccc(NC2=C(Cl)C(=O)c3ccccc3C2=O)c1 | 9 | 0.5 | 14 | 93 | 100 | -1 | 94 | 0 | 88 | 90 | 91
O=C(CSC1=NCCS1)N1CCc2ccccc21 | 37 | 1.4 | 13 | 101 | 99 | -4 | 101 | 25 | 104 | 107 | 102
CCOC(=O)CSc1nnc(-c2ccco2)n1-c1ccc(C)cc1 | 31 | 0.0 | 11 | 99 | 98 | . | 99 | 2 | 101 | 98 | 97
Nc1nnc(SCC(=O)NCc2ccc3c(c2)OCO3)s1 | 37 | -1.3 | 15 | 98 | 94 | -1 | 98 | 0 | 97 | 99 | 96
CCS(=O)(=O)N1CCCC(C(=O)NCCN2CCC(Cc3ccccc3)CC2)C1 (stereo not given) | 14 | 0.2 | 10 | ? | ? | . | ? | -1 | ? | ? | ?
Cc1ccc(S(=O)(=O)N2CC=C(c3ccc(F)cc3)CC2)cc1 | 11 | -0.4 | 7 | 99 | 101 | 15 | 100 | -1 | 99 | 105 | 98
(more compounds)
SMILES | GSH bead fluor | ABCB1 block | Avidin fluor | HRas wt GTP | Rab7 wt modul | Pf gamet viab | Rab2A wt mod | ABCG2 inh | Cdc42 wt GTP | Rac1 wt GTP bind | Rac1 mut GTP
CSc1nnc(-c2ccccc2Cl)n1N | 11 | 0.2 | 23 | 100 | 95 | 17 | 99 | 0 | 105 | 102 | 100
Cc1ccc(/C=C/C(=O)NCc2ccccn2)o1 | 9 | -0.6 | 2 | 97 | 95 | 7 | 95 | -3 | 99 | 100 | 96
COc1cc2[nH]c(=S)nc(NCC3CCCO3)c2cc1OC (stereo not given) | 1 | 0.0 | 11 | 81 | 88 | . | 80 | 0 | 74* | 74* | 84
CCOC(=O)c1sc(NC(=O)CSc2n[nH]c(-c3ccc(Cl)cc3Cl)n2)c(C#N)c1C | 14 | -0.4 | 11 | 96 | 95 | -1 | 95 | -3 | 95 | 95 | 94
O=C(CC1Nc2ccccc2NC1=O)NCc1cccnc1 (stereo not given) | 21 | 0.3 | 19 | 95 | 92 | . | 96 | 1 | 95 | 101 | 96
N#CCSc1nnc(-c2ccc3c(c2)OCO3)o1 | 21 | 1.1 | 6 | 97 | 97 | -17 | 96 | 4 | 95 | 99 | 96
CCOc1ccc(Nc2nc(N)nc(CN(C)C3CCCCC3)n2)cc1 | 21 | 0.1 | 11 | 101 | 103 | . | 100 | 0 | 105 | 106 | 98
